FEN1 inh: blocks human flap endonuclease 1; Potency, µM (series often up to 114 µM), for the others: top-dose activity change, negative = inhibition, hits mostly inhibitors; Recombinant FEN1 flap cleavage, fluorescence, 15 min; P39748; hit rate 0.35% among 390,000; AID 588795; active = well fitted inhibition curve with a large enough effect; inconclusive = small, poorly fitted or top-dose-only effect; inactive = no such curve, though single readings can be large or run the other way; note: nearly all actives have a fitted effect of over 65% in size
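With each library titrated from low to high concentration, compounds met 10 nM FEN1 for 15 min at room temperature before 50 nM substrate was added; readings at 0 and 15 min fed four-parameter Hill curve fits.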
* = called active by the depositor; ? = inconclusive; & = joins results of further samples. % is set by controls: 0 for no effect and ±100 for the full control effect; potency is the fitted concentration of half-maximal effect. Some of the compounds tested; rates above refer to the full screens.

FEN1 inh	SMILES
2%	COc1cc2c(c(OC)c1OC)-c1ccc(OC)c(=O)cc1C(NC(=O)c1ccccc1)CC2 (stereo not given)
-19%	N#CCc1c(C#N)c(N)nc(N2CCOCC2)c1C#N
-15%	Nc1ccc(OCc2ccccc2)cc1[N+](=O)[O-]
-3%	Cc1nc(N)sc1-c1ccccc1
-3%	COc1ccc(/C=C/c2cnccn2)cc1OC
?	CCN(CC)c1ccc(S(=O)(=O)N2CCOCC2)cc1NC(=O)CNCc1cccc(Cl)c1
?	CC1=C(SCc2ccccc2)C(=O)c2ccccc2C1=O
-12%	COc1cc2cc(C)c(Br)c(OC)c2cc1OC
-16%	CN(C)c1ccc(C=O)c(Cl)c1
-4%	CCC(=O)N1CCc2cc(Br)c(S(=O)(=O)CCC(=O)NCCOC)cc21
12%	COc1cc(NC(=NS(=O)(=O)c2ccccc2)c2ccccc2)ncn1
-3%	O=C(C(=O)c1ccc(O)c(O)c1)c1ccc(O)c(O)c1

Remaining list, next part:
FEN1 inh	SMILES
23%	CCCCCCCCCCCCCCCC(C)C1=NCCN1 (stereo not given)
?	C[n+]1ccc(/C=C/c2ccc3c(c2)OCO3)c2ccccc21
-2%	CNC1CCc2cc(OC)c(OC)c(OC)c2-c2ccc(SC)c(=O)cc21 (stereo not given)
1%	CSc1nc(O)c(C(c2ccc(OC(C)C)cc2)c2c(O)nc(SC)[nH]c2=O)c(=O)[nH]1
-2%	CCOC(=O)C(=COC(=O)c1ccccc1)NC(=O)Cc1ccccc1
2%	C=C1NN(Cc2ccc(OC)cc2)C(=O)N1c1ccccc1
-22%	Nc1ccc(/C=C/c2nccc3ccccc23)cc1
8%	COc1ccc(N/C(=C2\CCCC2=O)C2CCCCC2)cc1
-3%	Cc1cccc(NS(=O)(=O)c2ccc(C)c(C(=O)N3CCN(C(=O)c4ccco4)CC3)c2)c1
11%	COc1cc(NC(=S)NN2CCOCC2)cc(OC)c1
-5%	O=C(NCCCOC(=O)c1ccccc1)c1ccccc1
7.9µM*	COc1cc(N(C)C)ccc1C=c1c2ccccc2n2c1cc(-c1ccccc1)[n+]2C

Three entries out of the list above, ordered by their value in FEN1 inh, lowest first.
mol,FEN1 inh
CCOC(=O)C(=COC(=O)c1ccccc1)NC(=O)Cc1ccccc1,-2%
C=C1NN(Cc2ccc(OC)cc2)C(=O)N1c1ccccc1,2%
COc1cc(NC(=S)NN2CCOCC2)cc(OC)c1,11%

More compounds
FEN1 inh	SMILES
3%	COC(=O)C=C1CCC2C3CC(F)C4(O)CC(=O)CCC4(C)C3C(=O)CC12C (stereo not given)
23%	CC1(C)CCC(=O)N2CC[C@H]3c4cc5ccccc5nc4C[C@@H]1[C@H]32
6%	O=C1CC[C@@H]2CC3(C[C@@H]4CCN1[C@H]24)Nc1ccccc1NC3=NC1CCCCC1 (stereo not given in full)
-1%	CCC(C)[C@H]1CN=C(N)N1CCc1cccc2ccccc12 (stereo not given in full)
8%	C#CCNC(=O)C1=C[C@@H](c2ccc3c(c2)OCO3)C[C@@H](OCCCCO)O1
0%	CN(Cc1ccc(OC(F)F)cc1)C(=O)c1cccc(S(=O)(=O)N2CCN(Cc3ccccc3)CC2)c1
9%	S=C1CC2CCCC(C2)N1 (stereo not given)
-8%	Cc1ccc(OCC(=O)Oc2cccc(C)c2)cc1
6%	COc1ccccc1/C=C/c1cnccn1
-3%	COc1ccc2nccc(/C=C/c3ccc(N(C)C)cc3)c2c1
6%	CNc1ncnc2c1ncn2-c1ccccc1
12%	CCOC(=O)C1CCC(=O)C1 (stereo not given)

Other results
FEN1 inh	SMILES
4%	CCc1ccccc1NC(=O)C1CCN(S(C)(=O)=O)CC1
11%	C#Cc1ccc([C@H]2C=C(C(=O)NCc3nc4ccccc4[nH]3)O[C@@H](OCc3ccc(CO)cc3)C2)cc1
-6%	O=C(Nc1ccccc1)Nc1ccc(Cl)nc1Cl
-2%	O=C(NNC(=O)c1cc(-c2ccc(Br)cc2)nc2ccccc12)c1csc(N2CCOCC2)n1
-2%	CNc1c(Cl)cc(C=O)cc1Cl
-17%&16%	COc1ccc(CNC(=O)[C@@H]2CC=C[C@@H]3CCN(C4CCCCC4)C(=O)[C@@H]32)cc1
-18%	C1CC(=NN=C2CCSCC2)CCS1
4%	CCOC(=O)C1CCCN(C(=O)c2ccc(-c3ccccc3Cl)o2)C1 (stereo not given)
14%	C=CCOC(=O)C1=C[C@H](c2coc3ccccc3c2=O)C[C@H](OCCCCO)O1
2%	CCN1C[C@@H]2[C@@H]3C(=O)N(Cc4ccccc4)C(=O)[C@@H]3[C@](Cc3ccccc3)(C1=O)N2C(=O)c1ccc(C(F)(F)F)cc1
-14%	O=S(=O)(Nc1cccc2cccnc12)c1cccs1
20µM*	COc1cc2c(NC3CCN(C)CC3)nc(N3CCCN(C)CC3)nc2cc1OCC1CCCNC1 (stereo not given)

Later entries.
FEN1 inh	SMILES
15%	CC(=O)N/C(=C/c1ccccc1)c1ccncc1
45µM*	C[N+](C)(C)c1ccc(/C=C/c2ccnc3ccccc23)cc1
-2%	O=S(=O)(O)c1ccc(NN=Cc2ccccc2O)cc1
9%	Cc1nc(N)nc(N(C)c2ccccc2)c1Br
-8%	COc1ccc(C2Nc3ccccc3C(=O)N2c2cccc3ccccc23)cc1COc1c(C)cccc1C (stereo not given)
12%	O=c1[nH][nH]c(=O)c2c1[nH]c(=S)n2Cc1ccccc1
0%	O=S(=O)(Nc1ccccc1)N1CCCCC1
-22%&-10%	CCCCCCCCN1[C@@H](CC(=O)OCC)c2ccc(C(F)(F)F)cc2S1(=O)=O
7%	COC(=O)c1cccc(NC(=O)c2cnn(C)c2)c1
12%	O=S(=O)(Nc1ccc(NS(=O)(=O)c2ccccc2)c(Cl)c1)c1ccccc1
-5%	Nc1ncnc2c1nc(Sc1ccc(Cl)cc1)n2[C@H]1OC2COP(=O)(O)O[C@H]2[C@@H]1O (stereo not given in full)
6%	CN(C)c1ccc(-c2noc(C3CCN(S(=O)(=O)c4ccc(C(=O)O)cc4)CC3)n2)cc1

Other compounds follow:
FEN1 inh	SMILES
3%	O=C(CCCCn1cnc2c(=S)nc[nH]c21)Nc1ccc(C(=O)O)c(O)c1
11%	O=C1NC(=O)C2(CCC(C3CCCCC3)CC2)N1 (stereo not given)
-17%	O=C(CN1CCN(S(=O)(=O)c2ccc(Cl)c(C(F)(F)F)c2)CC1)NC(=O)NC1CCCCC1
2%	COc1cc(C)c2c(c1OC)C(=O)CC2
-4%	CC(C)NC(=O)COC(=O)c1ccccc1OCC(=O)Nc1ccc(Br)cc1
-19%	Nc1nc(N)c2snnc2n1
6%	CCOC(=O)C1(NC(=O)CN2C(=O)c3ccccc3C2=O)CCCC1
-21%	OC(CNc1ccnc2cc(Cl)ccc12)CNC1CCCCC1 (stereo not given)
15%	CCOC(=O)[C@H]1[C@H]2COc3ccc(Br)cc3[C@@H]2N2C(=O)CN(C)C(=O)[C@@]12C
11%	Cc1ccc(-c2nc(-c3cc4cc(Cl)ccc4oc3=O)sc2C)cc1
2%	O=C(OCC1OC(n2ccc(=O)[nH]c2=O)C2OC12)c1ccccc1 (stereo not given)
50µM*	CCCCCCCCCCCCCCCC[n+]1ccc(/C=C/c2c[nH]c3ccccc23)c2ccccc21

4 entries from above, with each value named.
CC(C)NC(=O)COC(=O)c1ccccc1OCC(=O)Nc1ccc(Br)cc1
- FEN1 inh: -4%
Nc1nc(N)c2snnc2n1
- FEN1 inh: -19%
CCOC(=O)C1(NC(=O)CN2C(=O)c3ccccc3C2=O)CCCC1
- FEN1 inh: 6%
OC(CNc1ccnc2cc(Cl)ccc12)CNC1CCCCC1 (stereo not given)
- FEN1 inh: -21%

Following part
FEN1 inh	SMILES
79µM*	Brc1cccc[n+]1CCCCCC[n+]1ccccc1Br
-12%	NC1=C(Br)C(=O)c2ncccc2C1=O
-20%	N#CC12C(=O)NC(=O)C1(C#N)C21CCCC1 (stereo not given)
1%	CC1CC(=O)C(C(C2=C(O)CC(C)CC2=O)c2ccccc2)=C(O)C1 (stereo not given)
-3%	CC/C(=N\N=C(/CC)c1ccccc1N)c1ccccc1N
-19%	Cc1nc2c(Br)cc(Br)cc2c(=O)n1-c1ccccc1NC1OCC(O)C(O)C1O (stereo not given)
10%	O=C1OC(c2ccccc2)C(O)=C1c1ccccc1 (stereo not given)
12%	COc1ccc(CCNC(=O)C2CC3Cn4c(nc5ccccc54)C3N2Cc2ccccc2)cc1 (stereo not given)
-18%	CC1CCCN(S(=O)(=O)c2cc(C(=O)NCCc3ccc(S(N)(=O)=O)cc3)ccc2Cl)C1 (stereo not given)
-10%	O=[N+]([O-])c1ccc(Nc2cccc3c2[nH]c2c(-c4ccccc4)nccc23)c([N+](=O)[O-])c1
-3%	C[C@@]12C(=O)N(CC3CCCO3)CC(=O)N1[C@@H]1c3ccccc3OC[C@@H]1[C@@H]2c1ccccc1 (stereo not given in full)
2%	CN(C)c1ccc(C=NNc2ccccn2)c(Cl)c1

Remaining list, next part:
FEN1 inh	SMILES
-29%	COc1cc(-c2nn3c(-c4cc(-c5ccccc5)n[nH]4)nnc3s2)cc(OC)c1OC
-11%	COC(C/C=C\[C@@H](O)[C@H](C)OCc1ccccc1)OC
7%	O=S1(=O)CCOC[C@H](Cc2ccccc2)N1Cc1cccc(F)c1
15%	Cc1cn(CC(=O)NCCCN2CCCC2=O)c(=O)[nH]c1=O
-11%	NC(=O)C1(Nc2ccc(Br)cc2)CCCC1
-2%	Cc1ccc(Nc2nc(NCCO)nc(N3CCCC3)n2)cc1
-20%	CC1=C(C(=O)OCc2ccccc2)N2C(=O)[C@@H](NC(=O)OCc3ccccc3)[C@H]2SC1
3%	CCCCCCC[n+]1ccc(C)c2ccccc21
-1%	Cc1ccc(SCC(=O)Nc2cccnc2)cc1
-1%	O=C(Nc1ccc(C(=O)N2CCCC2)cc1)C1CCCCC1
-3%	O=c1c2ccccc2sc2nc(CCl)nn12
-6%	O=C(Cc1cccc(NC(=O)C2CCCN(C(=O)C3CCCC3)C2)c1)Nc1ccc(C(=O)N2CCOCC2)cc1 (stereo not given)

Part of the list above in order of number of heavy atoms, descending.
FEN1 inh	SMILES
-2%	Cc1ccc(Nc2nc(NCCO)nc(N3CCCC3)n2)cc1
15%	Cc1cn(CC(=O)NCCCN2CCCC2=O)c(=O)[nH]c1=O
-1%	Cc1ccc(SCC(=O)Nc2cccnc2)cc1
-3%	O=c1c2ccccc2sc2nc(CCl)nn12

Other records:
FEN1 inh	SMILES
-5%	Nc1cnccn1
13µM*	CN(C)CCNC(=O)c1cccc2nc3c(ccc4ccccc43)nc12
-2%	COc1ccc(Cn2cc(CN3CCS(=O)(=O)N(Cc4ccc(-c5cccc(Cl)c5)cc4)C(C)C3=O)nn2)cc1 (stereo not given)
6%	CN(CCc1ccccc1)C(=O)c1cccc(NC(=O)Cc2cccc(NC(=O)C3CCCN(C(=O)CCc4ccccc4)C3)c2)c1 (stereo not given)
2%	CN(CCc1ccccc1)C(=O)c1ccc(NC(=O)Cc2cccc(NC(=O)C3CCN(C(=O)C4CC4)CC3)c2)cc1
3%	O=[N+]([O-])c1cccc(C=NNc2ccc3ccccc3n2)c1O
17%	O=C(Cc1ccc(NC(=O)C2CCCN(C(=O)C3CCCCC3)C2)cc1)Nc1cccc(C(=O)N2CCCCC2)c1 (stereo not given)
1%	CC(C)CC(NC(=O)OCc1ccccc1)C(=O)NC(Cc1ccccc1)C(=O)CCl (stereo not given)
6%	O=[N+]([O-])c1cc(S(=O)(=O)Oc2ccccc2)ccc1Cl
10%	C[N+](C)(CCOc1ccccc1)Cc1ccccc1
10%	Cc1cc(Cl)ccc1OCC(=O)OCC(=O)NCCNC(=O)COC(=O)COc1ccc(Cl)cc1C
1%	CC(C)(CC1(C)NC(=O)NC1=O)OCc1ccccc1 (stereo not given)

(further entries)
FEN1 inh	SMILES
3%	CC(C)Sc1nc(N)nc2c1ncn2C1OC(CO)C(O)C1O (stereo not given)
-3%	CCC(NC(=O)c1cncc(Br)c1)c1ccccc1 (stereo not given)
-4%	COc1cc(OC)nc(Oc2ccccc2C=O)n1
-12%	CCN1C(=O)Nc2cccc3cccc1c23
-1%	NC(CCC(=O)NC(CS)C(=O)NCC(=O)O)C(=O)O (stereo not given)
-10%	CCCSc1ncnc2[nH]ncc12
-1%	O=C1OC(c2cc(Br)c(O)c(Br)c2)c2ccccc21 (stereo not given)
8%	O=C(OCc1ccccc1)N1CCC2CC1c1cc(-c3ccc(F)cc3)ccc12 (stereo not given)
2%	CN(C)S(=O)(=O)c1ccc(NC(=O)Cn2nc(-c3ccc4c(c3)OCCO4)ccc2=O)cc1
-4%	Cc1c(C(=O)N2CCN(c3ccccn3)CC2)sc2ncnc(N3CCN(c4ccccc4)CC3)c12
-26%	CN(C)c1ccc(/C=C2\C(=O)/C(=C/c3ccc(N(C)C)cc3)c3ccccc32)cc1
-12%	O=C(NCCc1ccc2c(c1)OCCO2)c1cc(S(=O)(=O)N2CCCC2)ccc1Br

Next section.
FEN1 inh	SMILES
4%	COc1ccccc1-c1cccc([C@@H]2C[C@H]3[C@H](CON3C)CN2C(=O)C(C)(C)C)c1
-18%	Cc1cc(Br)ccc1Nc1nc(N)nc(N)c1N=O
5%	Cn1c(CSc2nc3ccccc3s2)nnc1SCC(=O)NCc1cccnc1
7%	CC1CN(Cc2ccccc2)C(=S)NC1=O (stereo not given)
-5%	Cn1c(=O)c2[nH]c(N=NN3CCCCC3)nc2n(C)c1=O
25µM*	COc1cc(OC)c(/C=C/c2ccc3ccccc3[n+]2C)c(OC)c1

From PubChem BioAssay
